# Screening results from PubChem BioAssay.
# ADAM10 inh: inhibitors of human ADAM10; O14672; recombinant ADAM10, EDANS/DABCYL FRET peptide cleavage, 3 h; inhibition, % at 7 µM; 370,000 tested, 0.62% active; AID 720582;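 active = inhibition above a per-campaign cutoff equal to the mean of compounds falling between control-based bounds plus 3 SD, cut at about 20% in these data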;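 note: 0% = DMSO wells while the 100% control is not disclosed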
# Target sequence (O14672 214-748 limits assumed): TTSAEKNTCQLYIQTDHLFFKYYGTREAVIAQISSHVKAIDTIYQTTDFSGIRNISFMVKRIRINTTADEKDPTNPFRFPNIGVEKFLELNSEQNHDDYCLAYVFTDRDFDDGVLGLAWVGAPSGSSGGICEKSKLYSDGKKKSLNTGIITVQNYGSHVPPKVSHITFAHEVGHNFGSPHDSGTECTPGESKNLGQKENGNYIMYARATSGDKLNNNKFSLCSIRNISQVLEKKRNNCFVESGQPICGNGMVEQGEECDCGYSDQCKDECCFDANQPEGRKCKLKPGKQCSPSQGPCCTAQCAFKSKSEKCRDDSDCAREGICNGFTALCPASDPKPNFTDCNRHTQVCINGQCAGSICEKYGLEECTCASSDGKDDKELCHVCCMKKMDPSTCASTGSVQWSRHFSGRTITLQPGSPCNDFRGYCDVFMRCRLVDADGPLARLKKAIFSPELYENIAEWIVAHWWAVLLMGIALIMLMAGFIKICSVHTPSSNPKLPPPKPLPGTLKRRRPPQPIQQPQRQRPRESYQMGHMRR
# hgDAF-12 ag: activates the H. glycines DAF-12 receptor ligand-binding domain; 370,000 tested, 1.8% active; HEK293 GAL4-hgDAF12 UAS-luciferase reporter, agonist luminescence; normalized to butyrate control; activation, % at 6.8 µM; AID 687014;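 active = activation above a cutoff set at the mean of all screened compounds plus 3 SD, cut at about 10% in these data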;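 note: 0% = DMSO wells and 100% = sodium butyrate wells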
# ADAM17 inh: ADAM17 inhibition, QFRET primary screen. 370,000 tested, 0.83% active. P78536. AID 720648. inhibition, % at 6.95 µM. recombinant ADAM17, EDANS/DABCYL FRET peptide cleavage;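 active = inhibition above the mean of compounds lying between control limits plus 3 SD, set per campaign, cut at about 8.5% in these data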;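 note: 0% = DMSO-only wells as the low control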
# ssDAF12 agonist: S. stercoralis DAF-12 activation, primary screen; HEK293 ssDAF-12/GRIP1 lit1-tk-luc reporter, luminescence; % of 3 µM dafachronic acid response; activation, % at 6.8 µM; 370,000 tested, 1% active;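 active = activation above the mean over all tested compounds plus 3 SD, cut at about 0.9% in these data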;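 note: 0% = DMSO-only wells and 100% = 3 µM delta7-dafachronic acid wells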
# DAX1 inh-1: DAX1 (NR0B1) inhibition, primary screen. HEK293T StAR-luciferase reporter, SF-1/DAX-1 repression relief. 370,000 tested, 1.1% active. AID 652010. inhibition, % at 6.8 µM;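 active = inhibition above the mean over all tested compounds plus 3 SD, cut at about 3.6% in these data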;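 note: 0% = DAX-1 cells with DMSO and 100% = cells lacking DAX-1 with DMSO; higher inhibition means more luminescence from relief of DAX-1 repression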
# PG9 Ab binder: binds the HIV-1 gp120 antibody PG9; TR-FRET gp120-PG9 antibody binding; inhibition, % at 6.7 µM; 360,000 tested, 0.43% active; in the data active = inhibition above about 8.5%
# GAA850 FXN act: activators of GAA850 frataxin (FXN) promoter; HEK293 lucGAA850 FXN promoter luciferase reporter, 24 h; percent of 10 µM SAHA response; 360,000 tested, 0.56% active; AID 540364; activation, % at 6 µM;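 active = activation above the average of all compounds screened plus 3 SD, cutoff fixed separately per campaign, cut at about 7.5% in these data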;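 note: 0% = DMSO wells and 100% = 10 µM SAHA wells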
# GC-A act: GC-A (human) enzyme activation. P16066. HEK293 GC-A cells, cGMP TR-FRET, EC30 ANP; 0% at EC30 ANP, 100% saturating ANP. activation, % at 10 µM. 370,000 tested, 0.14% active; in the data active = activation above about 40%
# SMARCA2 activ: activators of SMARCA2 function | 370,000 tested, 1% active | activation, % at 9.1 µM | MG213 cells, MMTV-luciferase reporter, dexamethasone, overnight; in the data active = activation above about 7.8%;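 note: 0% = vehicle wells and 100% = reference activator wells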
# DAX1 inh-2: inhibits human nuclear receptor DAX1. P51843. AID 504766. HEK293 Gal4-DAX1 luciferase reporter, luminescence. 340,000 tested, 0.99% active. inhibition, % at 6.75 µM;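 active = inhibition above the mean over all tested compounds plus 3 SD, cut at about 4.2% in these data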;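 note: 0% = DAX1-transfected cells with DMSO and 100% = empty-vector control cells with DMSO; inhibition shows as a rise in luminescence from relieved DAX1 repression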
# Target sequence (P51843 207-470 limits assumed): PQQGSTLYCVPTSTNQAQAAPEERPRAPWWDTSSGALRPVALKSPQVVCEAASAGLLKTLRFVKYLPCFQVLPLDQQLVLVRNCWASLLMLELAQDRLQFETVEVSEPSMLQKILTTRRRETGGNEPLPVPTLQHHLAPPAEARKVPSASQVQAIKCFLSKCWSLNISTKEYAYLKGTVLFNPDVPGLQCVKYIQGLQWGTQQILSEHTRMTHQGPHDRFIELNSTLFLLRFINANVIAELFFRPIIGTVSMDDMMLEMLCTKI
# hcDAF-12 act: activates DAF-12 receptor from parasite H. contortus; HEK293 hcDAF-12 lit1-tk-luc reporter, luminescence; 0% DMSO, 100% Δ7-dafachronic acid; activation, % at 6.8 µM; 370,000 tested, 1.4% active;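 active = activation above the mean of all tested compounds plus 3 SD, cut at about 5.5% in these data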;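 note: 100% = response to 3 µM Δ7-dafachronic acid high control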
# The depositor's hits bear a star; . = no result given.
SMILES,ADAM10 inh,hgDAF-12 ag,ADAM17 inh,ssDAF12 agonist,DAX1 inh-1,PG9 Ab binder,GAA850 FXN act,GC-A act,SMARCA2 activ,DAX1 inh-2,hcDAF-12 act
COc1ccc(-c2ccc(-c3nc4c(c(=O)[nH]c(=O)n4Cc4ccccc4)n3C)o2)c([N+](=O)[O-])c1,-49,5.9,-12,-1.1,-0.1,-4.0,5.1,-4,-5,0.6,-2.7
COc1ccc(-n2c(C)cc(/C=C3/SC(=S)N(C)C3=O)c2C)cc1,0,3.0,-3,0.6,0.4,-1.9,-0.4,-4,-5,0.3,-0.2
CC(=O)Nc1ccc2c(c1)C(=Nc1ccc(C)cc1)c1ccccc1-2,-8,-1.9,3,-1.2,0.9,-4.2,1.2,-3,-2,0.2,1.3
CCNC(=S)N(CCc1c(C)[nH]c2ccccc12)Cc1cccnc1,10,-2.9,0,-0.8,-0.7,-2.2,0.0,-4,-2,1.0,-0.3
CC1CCN(S(=O)(=O)c2ccc(C(=O)N3CCCC(C(F)(F)F)C3)cc2)CC1 (configuration not stated),-7,-1.3,-5,-0.7,-1.9,-0.7,-0.2,-3,-3,-0.8,-0.9
COc1ccc(C2(C)CC(C)(C)Nc3ccccc32)cc1 (configuration not stated),-4,1.0,0,-1.5,0.1,-2.7,-0.1,0,-2,-0.3,-0.2
O=C(CN1CCN(C(=O)c2ccco2)CC1)Nc1cccc(S(=O)(=O)N2CCCC2)c1,-2,-0.6,-6,-1.4,-0.1,-0.9,2.0,-4,-4,0.2,0.3
O=C(NS(=O)(=O)Oc1ccc(Cl)cc1)OC[C@@H]1CCCN2CCCC[C@H]12,2,-4.2,0,0.1,-0.5,-2.4,4.0,-2,2,-0.3,-0.6
COCCCNC(=O)c1ccc(C(=O)NCCCOC)cc1,4,-1.5,-2,-1.5,-0.5,-1.5,0.4,2,-3,1.6,-0.7
CCCCOCC1CN(CCCC)S(=O)(=O)c2c(Oc3ccc(SC)c(C)c3)cccc2O1 (configuration not stated),0,0.8,-1,-1.4,0.9,-1.0,.,3,4,.,0.5
CSc1ncc(Cl)c(C(=O)Nc2cccc3ccccc23)n1,-4,4.1,6,-1.2,0.2,1.9,1.7,-1,0,2.2,2.6
CC(C)c1nc2oc3c(NCCO)ncnc3c2c2c1COC(C)(C)C2,-187,-0.8,-68,-1.4,-0.8,0.1,-1.4,3,2,0.4,0.2
COc1ccc(CN2C(=O)N(c3ccc(OC)cc3)C(=O)C2CC(=O)Nc2ccccc2)cc1 (configuration not stated),-10,-1.4,-3,-1.1,-0.7,0.5,-6.0,3,-1,-0.3,0.8
CC(=O)c1c(C)n([O-])c2cc(C)ccc2[n+]1=O,-33,2.1,-11,-0.4,0.8,2.4,1.0,2,1,-0.7,0.9
Cc1cccc(C)c1NC(=O)CNC(=O)c1ccc(N2CCCC2=O)cc1,-26,0.5,1,-1.0,0.5,-0.5,0.0,1,-3,-0.1,-0.5
CCOc1ccc(CCNC(=O)c2cc(-c3ccccc3)c(N3CCOCC3)s2)cc1,-7,2.4,2,-1.9,0.3,1.6,-1.9,1,-1,-1.8,1.3
CCCNC(=O)C(Cc1ccccc1C)NC(=O)c1ccc(C#N)cc1 (configuration not stated),5,-0.8,-5,-1.4,0.0,1.1,-0.2,-2,-1,0.6,-0.2
CC(C)COP(=O)(c1ccc(N(C)C)cc1)C(O)c1ccc(N(C)C)cc1 (configuration not stated),10,-3.4,-3,-1.4,0.1,-3.1,-1.0,2,0,1.1,0.0
Cc1ccc(CN2CC(C(=O)Nc3nnc(SCc4c(Cl)cccc4Cl)s3)CC2=O)cc1 (configuration not stated),8,-0.4,2,-1.5,0.4,1.6,2.1,5,-2,0.5,-2.9
CSCCC(NC(=O)COc1ccccc1)C(=O)N1CC(C)CC(C)C1 (configuration not stated),-5,0.4,-6,-0.9,-0.7,-0.7,1.0,1,3,0.4,0.9
COc1ccc(C2N3CC4(C)CN2CC(C)(C3)C4O)cc1OC (configuration not stated),11,0.3,-3,-1.1,0.6,0.5,1.1,1,-1,1.3,-0.6
CC(C)C(=O)Nc1ccc(C(=O)NNC(=S)NC(=O)c2cccs2)cc1,5,2.1,4,0.7,-0.8,0.1,-1.4,3,-1,0.4,1.3
COC(=O)c1cn(NC(=O)C2CCC(C)CC2)c(=O)c2ccccc12 (configuration not stated),-2,0.3,-4,-1.1,0.0,-0.2,-1.1,-1,-2,0.7,-1.5
O=C(c1ccc2nc(Cc3cccc(Cl)c3)oc2c1)N1CCOCC1,5,5.0,-4,-0.6,3.9*,-1.6,3.4,0,7,0.8,6.0*
O=S(=O)(c1ccccc1)N1c2cc(Cl)ccc2Oc2nc3ccccc3nc21,-21,1.5,-7,-0.5,0.1,-0.5,1.9,-7,4,-0.5,0.6
O=C(NNC(=O)c1cccs1)c1ccc(Br)o1,0,0.4,2,-1.7,0.0,-2.0,-0.7,2,-2,-0.1,3.8
O=C(COc1ccc(Cl)cc1Cl)Nc1nc2n(n1)C(c1ccccc1)CC(=O)N2 (configuration not stated),1,-3.0,-3,-0.7,0.4,2.4,3.0,0,-2,-0.1,-2.0
Cc1cc(C)c(NC(=O)CN2C(=O)NC3(CCCCC3)C2=O)c(C)c1,-2,0.0,-2,-1.1,0.2,-1.9,1.6,7,-1,0.7,-0.6
COc1ccccc1Cc1c(-c2ccc(C#N)cc2)nc2ccc(Br)cn12,-8,4.1,-2,-0.9,0.4,2.2,.,-1,1,.,6.0*
CC(=O)Cc1nsc(NC(=O)c2ccc(-c3cc(Cl)ccc3Cl)o2)n1,-10,-0.8,-3,-0.7,-0.5,1.1,3.3,0,0,0.7,-1.0
Cc1ccc(S(=O)(=O)N(CC(=O)Nc2cccnc2)c2ccc(Br)cc2)cc1,20*,-1.7,7,-0.7,0.2,1.0,-1.3,-10,-2,-0.2,0.1
Brc1ccc2ncnc(NCc3ccccc3)c2c1,5,-2.6,0,-2.4,-3.2,-0.3,-10,16,-3,-2.9,-4.6
Cc1ccc(-n2c(C)cc(-c3csc(N)n3)c2C)cc1,7,0.3,-1,-1.1,-0.5,0.8,-0.5,6,12*,-0.6,1.6
O=C(NCC1CC1)c1ccc2nc([C@@H]3O[C@H](CO)[C@H](O)[C@H](O)[C@H]3O)[nH]c2c1,2,-1.4,-4,-1.5,-0.1,-2.2,2.1,2,-1,.,-0.9
CCC1(CC)SCCNC1=O,7,2.8,9.1*,-1.0,0.8,-0.1,0.0,-3,-4,0.7,0.3
Cc1cc(C)cc(NC(=O)c2cc(C)n(Cc3cccs3)c2C)c1,4,2.0,-1,-1.8,-1.2,-0.8,1.6,-3,5,-0.8,-1.1
CCc1nc2sc(C(C)=O)c(N)c2c2c1CCCC2,-248,-0.9,-101,-1.5,-0.3,-1.2,-1.2,-5,0,.,-1.2
Oc1[nH]c2ccccc2c1N=Nc1ncnc2c1oc1ccccc12,2,2.3,-2,-0.4,-0.2,-3.3,.,-6,5,.,4.1
CN(C)S(=O)(=O)c1cccc(NC(=O)CN2C(=O)NC3(CCc4ccccc4C3)C2=O)c1 (configuration not stated),-5,0.5,1,-0.6,0.0,-2.5,-0.1,1,1,0.7,-0.8
Cc1ccc(C)c(OCc2cc(C(=O)N(C)Cc3ccccn3)no2)c1,-1,1.9,0,-0.9,-0.4,-0.4,1.1,4,6,0.9,-1.2
CCOC(=O)c1ccc(COC(=O)CNC(=O)CNC(=O)Cc2ccccc2)cc1,7,-1.4,3,-0.9,-2.7,0.2,2.9,1,1,0.5,-0.5
Cc1ccc(-n2ncc3c(=O)n(-c4ccc(C)c(C)c4)c(-c4ccco4)nc32)cc1,-6,3.8,-5,0.2,-0.8,9.2*,-3.6,2,-5,-0.5,3.0
CC(=O)c1ccc(OCCOc2ccc(Cl)c3cccnc23)cc1,-6,0.2,-1,-1.7,0.1,1.0,-1.8,0,2,2.4,-1.7
O=C1CCNCCN1[C@H](CO)Cc1ccccc1,-5,-0.6,0,-0.8,-1.0,-2.1,1.5,2,-1,0.5,-1.2
CCCNC(=O)[C@H](C)NC(=O)c1ccc(Br)cc1,-10,2.5,-5,-0.8,-0.8,-1.2,1.2,-1,-3,2.0,-0.5
COC(=O)c1ccc(NC(=O)CCCN2C(=O)NC(C)(C)C2=O)cc1,-5,-1.2,-5,-1.0,-1.3,1.9,2.4,3,-1,-0.1,-0.7
CCCCNC(=O)N1CCC(c2nc3ccc(Cl)cc3[nH]2)CC1,-2,0.5,1,-0.7,-0.7,.,.,-6,-4,.,-0.6
COc1cc(C(=O)OCC(C)=O)ccc1OCc1c(C)noc1C,-3,0.9,-2,-1.4,-3.3,0.9,-4.8,0,-2,-2.4,-2.2
O=C(CN1CCN(CC(=O)Nc2ccccc2Cl)CC1)Nc1ccc2c(c1)OCCO2,5,-1.5,-1,-1.1,-2.4,-2.2,0.1,-1,-1,-0.7,-1.4
CCN(C(=O)COC(=O)CNS(=O)(=O)c1ccc(SC)c([N+](=O)[O-])c1)C1CCCCC1,1,6.1,-1,-1.5,0.3,0.6,-0.7,-1,0,-0.3,-1.4

# The closing two compounds of the part before lead into the next:
SMILES,ADAM10 inh,hgDAF-12 ag,ADAM17 inh,ssDAF12 agonist,DAX1 inh-1,PG9 Ab binder,GAA850 FXN act,GC-A act,SMARCA2 activ,DAX1 inh-2,hcDAF-12 act
O=C(CN1CCN(CC(=O)Nc2ccccc2Cl)CC1)Nc1ccc2c(c1)OCCO2,5,-1.5,-1,-1.1,-2.4,-2.2,0.1,-1,-1,-0.7,-1.4
CCN(C(=O)COC(=O)CNS(=O)(=O)c1ccc(SC)c([N+](=O)[O-])c1)C1CCCCC1,1,6.1,-1,-1.5,0.3,0.6,-0.7,-1,0,-0.3,-1.4
Cc1cccc(NC(=O)C2CCN(S(=O)(=O)c3cccc4nsnc34)CC2)n1,-2,1.1,-7,-1.5,-0.3,1.0,-0.3,-6,-6,0.9,-1.4
Cc1cccc(C(=O)NCC(=O)OCC(=O)N(C)CC(=O)Nc2ccc(F)cc2)c1,-6,-1.6,-6,-0.6,0.0,-1.6,-0.4,2,1,1.0,-1.4
CC(=O)Oc1c(C(C)C)cc(N(C(C)=O)c2ccccc2)cc1C(C)C,13,-1.4,0,-1.3,0.2,-2.9,-1.0,-5,-4,0.5,-0.2
CCOc1ccc(C(C)=O)cc1CN1C(=O)c2ccccc2S1(=O)=O,11,1.0,2,-1.1,-0.5,-3.5,-1.2,10,0,-0.5,-2.0
CC1(C)CC(=O)C(C=NCCCN2CCCC2=O)=C(O)C1,-7,2.5,-7,-0.4,-0.2,0.7,-2.5,2,-2,-0.5,-1.6
O=Cc1cc(-c2ccccc2)[nH]c1-c1ccccc1,-13,3.2,-7,-0.9,-0.1,-1.5,1.3,-2,0,0.2,-0.4
O=C(CNC(=S)N(CCCN1CCOCC1)Cc1cccs1)N1CCOCC1,4,-1.4,0,-1.3,-0.2,1.7,0.2,0,2,-0.7,-2.1
Cc1ccccc1S(=O)(=O)N1[C@@H](c2ccc(Cl)cc2)C(C(=O)O)=CC[C@H]1c1ccc(Cl)cc1,18,0.5,4,-1.1,0.0,-0.2,-0.5,-2,-5,-1.1,-2.0
